Assay outcomes: PubChem BioAssay, Sanford-Burnham Center for Chemical Genomics
MPTP inh – blocks calcium-induced mitochondrial swelling; isolated mouse mitochondria, Ca2+ swelling absorbance, 30 min; inhibition, % at 10 µM; actives 1.4% (n = 360,000); AID 602449;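 active = inhibition of 50% or more, scaled per plate between neutral and stimulator controls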;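 also: 0% = DMSO wells given calcium and 100% = 1 mM EGTA wells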
ATG4B inh – blocks human ATG4B protease cleavage of LC3 substrate; Q9Y4P1; ATG4B cleavage of LC3-PLA2, NBD-HPC fluorescence, 1 h; inhibition, % at 8.33 µM; actives 0.51% (n = 340,000); AID 504462; in the data active = inhibition above about 40%
Target sequence (Q9Y4P1 whole entry, looked up): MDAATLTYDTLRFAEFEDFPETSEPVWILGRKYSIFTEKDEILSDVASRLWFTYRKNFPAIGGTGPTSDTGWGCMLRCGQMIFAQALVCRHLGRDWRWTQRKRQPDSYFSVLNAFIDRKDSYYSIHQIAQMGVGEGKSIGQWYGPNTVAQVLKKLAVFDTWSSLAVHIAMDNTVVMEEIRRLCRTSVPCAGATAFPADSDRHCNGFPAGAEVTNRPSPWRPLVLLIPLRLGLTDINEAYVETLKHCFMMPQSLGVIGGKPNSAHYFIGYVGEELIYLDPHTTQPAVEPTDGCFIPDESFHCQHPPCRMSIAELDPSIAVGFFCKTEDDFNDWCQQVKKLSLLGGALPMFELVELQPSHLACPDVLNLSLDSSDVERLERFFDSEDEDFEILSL
SENP8 block – blocks human SENP8 cleavage of Nedd8 substrate; Q96LD8; recombinant SENP8, Nedd8 substrate fluorescence; inhibition, % at 20 µM; actives 0.64% (n = 360,000); AID 602440; in the data active = inhibition mostly above about 40%, no sharp cut-off; inactive = mostly below about 27%
Target sequence (Q96LD8 whole entry, looked up): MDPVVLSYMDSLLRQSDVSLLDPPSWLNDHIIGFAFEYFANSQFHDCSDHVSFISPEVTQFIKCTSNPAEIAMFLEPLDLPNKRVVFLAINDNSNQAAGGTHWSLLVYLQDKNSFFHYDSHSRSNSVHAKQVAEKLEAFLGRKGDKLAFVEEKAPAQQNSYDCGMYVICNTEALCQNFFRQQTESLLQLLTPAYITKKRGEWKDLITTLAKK
HKDC1 inhibitor – HKDC1 (human) hexokinase inhibition; Q2TB90; recombinant HKDC1, G6PDH/diaphorase resazurin coupled fluorescence; inhibition, % at 20 µM; actives 0.16% (n = 340,000);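 active = inhibition above about 35% when tested at 20 µM, limit read from the data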;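 also: plate controls were DMSO wells with enzyme for no effect and DMSO wells lacking enzyme for full effect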
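Test system: Recombinant HKDC1 (HK5) hexokinase enzyme, produced in-house | Input: HKDC1 at 5 µg/mL | Buffer or medium: Tris pH 8.0 buffer with MgCl2, Tween-20, BSA, BME | Schedule: 90 min reaction incubation at room temperature, dark | Technique: Resazurin-to-resorufin fluorescence via G6PDH and diaphorase coupling, 525/613 nm | Controls: DMSO wells with and without enzyme mix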
PfG6PD inh – PfG6PD (Plasmodium falciparum) enzyme inhibition | PfGluPho enzyme, NADPH resazurin-diaphorase fluorescence | inhibition, % at 20 µM | actives 0.78% (n = 350,000) | AID 504690;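 active = inhibition reaching at least a set limit at 20 µM in the primary screen, cut at about 59% in these data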;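 also: 0% = DMSO wells with substrate and 100% = DMSO wells lacking glucose-6-phosphate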
GRIN3A LBD mod – modulators (binders) of human NR3A ligand-binding domain. NR3A LBD differential scanning fluorimetry, Tm shift; 0% = protein alone, 100% = glycine-bound protein. Tm shift relative to glycine control, % at 25 µM. actives 2.5% (n = 340,000). AID 1259313;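 active = melting temperature shift of at least 10% of the positive control shift, at one fixed dose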
SENP7 block – blocks the human protease SENP7. Q9BQF6. recombinant SENP7, Z-RLRGG-aminoluciferin luminescence, 40 min. inhibition, % at 5 µM. actives 1.5% (n = 330,000);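 active = inhibition above about 50% at the single test dose, limit read from the data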;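 also: plate controls were DMSO with enzyme for no effect and no enzyme buffer wells for full effect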
SENP6 block – SENP6 protease inhibition | Recombinant SENP6 catalytic domain, aminoluciferin luminescence | inhibition, % at 10 µM | actives 1.8% (n = 330,000);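 active = inhibition above about 50% at the single tested dose, limit read from the data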;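 also: plate controls were DMSO wells with enzyme for no effect and DMSO wells lacking enzyme for full effect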
Target sequence (Q9GZR1 628-1112 limits assumed): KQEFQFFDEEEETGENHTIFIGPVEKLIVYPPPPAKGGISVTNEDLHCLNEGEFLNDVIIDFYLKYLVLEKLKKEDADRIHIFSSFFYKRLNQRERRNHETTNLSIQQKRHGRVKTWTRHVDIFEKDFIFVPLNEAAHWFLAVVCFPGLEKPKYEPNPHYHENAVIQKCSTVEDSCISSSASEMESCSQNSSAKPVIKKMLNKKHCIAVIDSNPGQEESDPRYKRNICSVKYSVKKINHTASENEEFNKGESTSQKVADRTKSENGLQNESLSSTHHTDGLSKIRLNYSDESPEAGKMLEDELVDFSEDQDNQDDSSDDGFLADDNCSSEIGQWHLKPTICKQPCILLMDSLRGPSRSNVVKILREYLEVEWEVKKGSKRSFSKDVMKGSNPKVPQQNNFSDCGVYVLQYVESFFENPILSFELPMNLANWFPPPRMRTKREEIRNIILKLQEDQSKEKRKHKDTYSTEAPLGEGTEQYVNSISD
Starred values were filed as active, the others as inactive.

What do the screens show for `COc1ccc(COc2cccnc2N)cc1`?
MPTP inh: 0.6; ATG4B inh: 2.4; SENP8 block: 11.3; HKDC1 inhibitor: -6.0; PfG6PD inh: 11.9; GRIN3A LBD mod: -0.1; SENP7 block: -6.3; SENP6 block: 6.6

What do the screens show for `Cn1c(=O)n(-c2cccc(Cl)c2)c(=O)n1C`?
MPTP inh: -1.3; ATG4B inh: 4.1; SENP8 block: 7.9; HKDC1 inhibitor: -7.1; PfG6PD inh: -8.7; GRIN3A LBD mod: 0.0; SENP7 block: -0.2; SENP6 block: 14.4

Results for Cc1cc(C)n2ncc(/C(N)=N/OC(=O)c3ccccc3F)c2n1 ?
MPTP inh: 1.3; ATG4B inh: -4.9; SENP8 block: -163.7; HKDC1 inhibitor: -4.7; PfG6PD inh: -7.8; GRIN3A LBD mod: -0.8; SENP7 block: 25.1; SENP6 block: 1.4

Results for CC(C)(C)OC(=O)N1CCC[C@H]1C(=O)Nc1ccc(C#N)cc1 ?
MPTP inh: -0.4; ATG4B inh: -0.1; SENP8 block: 14.1; HKDC1 inhibitor: -0.8; PfG6PD inh: -9.1; GRIN3A LBD mod: -2.6; SENP7 block: 0.6; SENP6 block: 12.5

What do the screens show for `Cc1ccc(S(=O)(=O)Nc2cccc(-n3cnnn3)c2)cc1C(=O)O`?
MPTP inh: -2.3; ATG4B inh: 6.3; SENP8 block: 6.7; HKDC1 inhibitor: 5.2; PfG6PD inh: -20.6; GRIN3A LBD mod: 3.8; SENP7 block: 3.1; SENP6 block: -5.7

Results for Cc1cccc(OCCN2C(=O)C(=O)c3cc(C)ccc32)c1 ?
MPTP inh: 3.3; ATG4B inh: 6.1; SENP8 block: 20.2; HKDC1 inhibitor: 17.9; PfG6PD inh: 10.7; GRIN3A LBD mod: -3.5; SENP7 block: 4.2; SENP6 block: -26.6

Results for O=C(CN1CCOCC1)N/N=C/c1ccccc1 ?
MPTP inh: -0.2; ATG4B inh: -0.1; SENP8 block: 10.7; HKDC1 inhibitor: -6.2; PfG6PD inh: 0.7; GRIN3A LBD mod: -0.2; SENP7 block: 2.5; SENP6 block: -14.2

How did Cc1nn(C)cc1NC(=O)c1cc2nc(-c3ccco3)cc(C(F)(F)F)n2n1 do in these assays?
MPTP inh: -0.1; ATG4B inh: -0.8; SENP8 block: -85.2; HKDC1 inhibitor: 8.3; PfG6PD inh: 2.1; GRIN3A LBD mod: 0.8; SENP7 block: 3.6; SENP6 block: -6.4

What do the screens show for `O=S(=O)(NCCN1CCOCC1)c1ccc(Oc2ccccc2Cl)cc1`?
MPTP inh: 75.4*; ATG4B inh: -15.2; SENP8 block: 11.0; HKDC1 inhibitor: -4.5; PfG6PD inh: 1.2; GRIN3A LBD mod: -0.8; SENP7 block: 3.9; SENP6 block: -0.6

Results for Cc1ccc(NC(=O)C2=NNC(=O)CC2)cc1F ?
MPTP inh: 2.2; ATG4B inh: -5.9; SENP8 block: -2.8; HKDC1 inhibitor: -5.8; PfG6PD inh: 4.2; GRIN3A LBD mod: 0.5; SENP7 block: 2.8; SENP6 block: -8.3

An excerpt from above in order of SMILES length, high to low.
Results for Cc1cccc(OCCN2C(=O)C(=O)c3cc(C)ccc32)c1 ?
MPTP inh: 3.3; ATG4B inh: 6.1; SENP8 block: 20.2; HKDC1 inhibitor: 17.9; PfG6PD inh: 10.7; GRIN3A LBD mod: -3.5; SENP7 block: 4.2; SENP6 block: -26.6

What do the screens show for `Cn1c(=O)n(-c2cccc(Cl)c2)c(=O)n1C`?
MPTP inh: -1.3; ATG4B inh: 4.1; SENP8 block: 7.9; HKDC1 inhibitor: -7.1; PfG6PD inh: -8.7; GRIN3A LBD mod: 0.0; SENP7 block: -0.2; SENP6 block: 14.4

Results for O=C(CN1CCOCC1)N/N=C/c1ccccc1 ?
MPTP inh: -0.2; ATG4B inh: -0.1; SENP8 block: 10.7; HKDC1 inhibitor: -6.2; PfG6PD inh: 0.7; GRIN3A LBD mod: -0.2; SENP7 block: 2.5; SENP6 block: -14.2

Going on with the list:
Results for COc1c(C)cc(Br)cc1C(=O)Nc1cccc(-c2nc3ncccc3o2)c1 ?
MPTP inh: -0.3; ATG4B inh: -7.5; SENP8 block: -9.4; HKDC1 inhibitor: -0.8; PfG6PD inh: -1.9; GRIN3A LBD mod: 1.6; SENP7 block: -5.6; SENP6 block: 4.4

Results for Cc1ccc(/C(N)=N/OC(=O)CSc2ccccc2)cc1 ?
MPTP inh: -0.2; ATG4B inh: -4.7; SENP8 block: 16.8; HKDC1 inhibitor: -4.4; PfG6PD inh: 12.9; GRIN3A LBD mod: -0.3; SENP7 block: 37.4; SENP6 block: 1.5

Results for Cc1cccc(C(c2c(C)nn(-c3ccccc3)c2N)c2c(C)nn(-c3ccccc3)c2N)c1 ?
MPTP inh: -1.4; ATG4B inh: -1.9; SENP8 block: -104.8; HKDC1 inhibitor: 11.7; PfG6PD inh: -3.4; GRIN3A LBD mod: -2.9; SENP7 block: -8.7; SENP6 block: 5.4

Results for Cc1ccc(N2CC(=O)N(CC(=O)O)C2=O)cc1 ?
MPTP inh: -0.9; ATG4B inh: -5.1; SENP8 block: 7.2; HKDC1 inhibitor: -6.0; PfG6PD inh: -7.3; GRIN3A LBD mod: 1.1; SENP7 block: -7.7; SENP6 block: -5.2

How did CCCCc1nc2n[nH]c(N)c2c2c1CSC(C)(C)C2 do in these assays?
MPTP inh: -4.7; ATG4B inh: -5.1; SENP8 block: -6.1; HKDC1 inhibitor: -2.7; PfG6PD inh: 3.3; GRIN3A LBD mod: 1.3; SENP7 block: 2.8; SENP6 block: -13.1

What do the screens show for `CC(=O)c1cccc(NC(=O)CN2C(=O)c3ccccc3C2=O)c1`?
MPTP inh: 0.3; ATG4B inh: -2.5; SENP8 block: 4.0; HKDC1 inhibitor: -4.8; PfG6PD inh: -1.3; GRIN3A LBD mod: 1.7; SENP7 block: -1.2; SENP6 block: 5.9

What do the screens show for `Cc1cccc(-c2nc(CS(=O)CC(=O)NCCCSC3CCCCC3)c(C)o2)c1` (stereo unspecified)?
MPTP inh: 5.8; ATG4B inh: -1.9; SENP8 block: 14.0; HKDC1 inhibitor: -8.7; PfG6PD inh: 9.7; GRIN3A LBD mod: -1.1; SENP7 block: -1.5; SENP6 block: 3.2

Results for O=C(CN(C(=O)CSc1nc2ccccc2o1)c1ccccc1F)NC1CCCCC1 ?
MPTP inh: 4.9; ATG4B inh: -6.9; SENP8 block: 10.7; HKDC1 inhibitor: -1.4; PfG6PD inh: -8.7; GRIN3A LBD mod: -1.7; SENP7 block: 0.2; SENP6 block: 4.3

What do the screens show for `CC(=O)NCCc1ccc(S(=O)(=O)Nc2cccnc2)cc1`?
MPTP inh: -0.9; ATG4B inh: -3.2; SENP8 block: 23.6; HKDC1 inhibitor: -11.8; PfG6PD inh: 1.5; GRIN3A LBD mod: 0.5; SENP7 block: -2.0; SENP6 block: -16.4

What do the screens show for `C=CCNC(=O)CN1CCN(C(c2ccccc2)c2ccccc2)CC1`?
MPTP inh: -0.9; ATG4B inh: 0.2; SENP8 block: 1.6; HKDC1 inhibitor: -0.3; PfG6PD inh: -15.2; GRIN3A LBD mod: 2.2; SENP7 block: -1.9; SENP6 block: 10.2

How did CC(=O)Nc1ccccc1-c1nc2ccccc2nc1OCC(=O)c1ccc2ccccc2c1 do in these assays?
MPTP inh: 0.4; ATG4B inh: -24.8; SENP8 block: -10.5; HKDC1 inhibitor: -9.8; PfG6PD inh: -3.0; GRIN3A LBD mod: 0.1; SENP7 block: -8.3; SENP6 block: -25.2

What do the screens show for `Cc1nn(C)c(Cl)c1NC(=O)OCc1ccc(F)cc1`?
MPTP inh: 5.9; ATG4B inh: 2.2; SENP8 block: 11.3; HKDC1 inhibitor: -8.2; PfG6PD inh: -9.9; GRIN3A LBD mod: -0.2; SENP7 block: 8.0; SENP6 block: -1.7

What do the screens show for `O=C(NCC1CCCO1)C1CCN(S(=O)(=O)c2cccc3nonc23)CC1` (stereo unspecified)?
MPTP inh: -3.2; ATG4B inh: 1.9; SENP8 block: 16.3; HKDC1 inhibitor: 3.5; PfG6PD inh: -0.6; GRIN3A LBD mod: -3.8; SENP7 block: -5.1; SENP6 block: -7.8

How did Nc1c(Cl)cc(-c2csc(NC(CO)c3nc4ccccc4n3CCOCCO)n2)cc1Cl (stereo unspecified) do in these assays?
MPTP inh: 0.7; ATG4B inh: -21.6; SENP8 block: -15.6; HKDC1 inhibitor: -1.7; PfG6PD inh: 33.8; GRIN3A LBD mod: -10.8; SENP7 block: 3.4; SENP6 block: -2.3

How did Cc1cc(C)c(C(=O)COC(=O)[C@H](C)Nc2ccc(C(F)(F)F)cc2[N+](=O)[O-])c(C)c1 do in these assays?
MPTP inh: 5.4; ATG4B inh: 4.5; SENP8 block: 14.2; HKDC1 inhibitor: 6.5; PfG6PD inh: 0.0; GRIN3A LBD mod: -2.1; SENP7 block: -0.7; SENP6 block: -1.3

Results for C#CC(C)(CC)NC(=O)Cn1nnc(-c2ccc(S(C)(=O)=O)cc2)n1 (stereo unspecified) ?
MPTP inh: -0.6; ATG4B inh: -3.1; SENP8 block: 9.8; HKDC1 inhibitor: 4.3; PfG6PD inh: -3.7; GRIN3A LBD mod: 4.0; SENP7 block: 0.6; SENP6 block: 18.3

What do the screens show for `COc1ccccc1C(=O)COC(=O)C(CCSC)NC(=O)COc1ccccc1` (stereo unspecified)?
MPTP inh: -2.1; ATG4B inh: -2.0; SENP8 block: 6.6; HKDC1 inhibitor: 1.6; PfG6PD inh: 3.5; GRIN3A LBD mod: 0.5; SENP7 block: -0.1; SENP6 block: 6.5

Results for CSc1nnc(N2C(=O)C(O)=C(C(=O)c3ccco3)C2c2cccc(Cl)c2)s1 (stereo unspecified) ?
MPTP inh: -1.3; ATG4B inh: -1.2; SENP8 block: -40.6; HKDC1 inhibitor: 2.6; PfG6PD inh: 21.6; GRIN3A LBD mod: -1.1

What do the screens show for `COc1ccc(NC(=O)CN(C)C(=O)Cc2ccc(S(=O)(=O)N3CCOCC3)s2)cc1`?
MPTP inh: -0.3; ATG4B inh: 1.8; SENP8 block: 0.0; HKDC1 inhibitor: -0.5; PfG6PD inh: -3.0; GRIN3A LBD mod: -3.2; SENP7 block: 0.1; SENP6 block: -1.3

Results for C[C@H](CO)N1C[C@H](C)[C@@H](CN(C)C(=O)Nc2ccc(C(F)(F)F)cc2)Oc2c(NS(=O)(=O)c3ccccc3)cccc2C1=O ?
MPTP inh: 0.8; ATG4B inh: -4.4; SENP8 block: 18.5; HKDC1 inhibitor: -0.6; PfG6PD inh: 14.2; GRIN3A LBD mod: -2.1; SENP7 block: 1.7; SENP6 block: 6.0

Results for Cc1cc(COc2ccccc2)oc1C(=O)O ?
MPTP inh: 0.6; ATG4B inh: 2.1; SENP8 block: 20.7; HKDC1 inhibitor: -9.1; PfG6PD inh: -14.3; GRIN3A LBD mod: 1.6; SENP7 block: 99.7*; SENP6 block: 95.2*

Results for Cc1cccc(Nc2nc(-c3sc(C)nc3C)cs2)c1 ?
MPTP inh: 1.8; ATG4B inh: -6.8; SENP8 block: -4.5; HKDC1 inhibitor: -3.6; PfG6PD inh: 44.2; GRIN3A LBD mod: 0.7; SENP7 block: -5.3; SENP6 block: 14.6

Results for Cc1sc2ncnc(SCC(=O)c3ccc4c(c3)OCCO4)c2c1-c1ccccc1 ?
MPTP inh: -1.2; ATG4B inh: 1.5; SENP8 block: 9.7; HKDC1 inhibitor: -5.3; PfG6PD inh: -19.5; GRIN3A LBD mod: -0.5; SENP7 block: -0.1; SENP6 block: -5.8

Results for Cc1ccc(-n2ncc3c(=O)n(CC(N)=O)cnc32)cc1C ?
MPTP inh: 8.2; ATG4B inh: 4.3; SENP8 block: -1.4; HKDC1 inhibitor: -1.1; PfG6PD inh: 11.4; GRIN3A LBD mod: 0.2; SENP7 block: -6.6; SENP6 block: -1.7

What do the screens show for `C#CCN1N=C(c2ccc(C)cc2)CSC1=O`?
MPTP inh: 2.0; ATG4B inh: -6.5; SENP8 block: 24.5; HKDC1 inhibitor: -3.7; PfG6PD inh: -2.9; GRIN3A LBD mod: -0.4; SENP7 block: 7.5; SENP6 block: -22.5
